High-throughput results from PubChem.
Rpn11 block: Rpn11 (human) deubiquitinase inhibition. O00487. human 26S proteasome, Ub4-pepOG fluorescence polarization; 20S core pre-blocked with epoxomicin. calls only at 20 µM. actives 0.59% (n = 360,000). AID 588493;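 active means inhibition at 20 µM, scaled to each plate's controls, above about 33%, limit read from the data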
MT1-MMP act inh: blocks activation of human MT1-MMP | AID 651647 | P50281 | HT1080 RFP-PRO-GFP cells, GFP/RFP ratio fluorescence, overnight; percent of plate control window, DMSO zero | actives 0.061% (n = 360,000) | GFP/RFP ratio change, % at 20 µM;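 active means GFP/RFP ratio change of at least 30% with cell ATP level not reduced by more than half and red fluorescence within 50% of control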; further: strong numbers were not always called active
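Assay system: HT1080 RFP-PRO-GFP cells | Dosing: 20 µM single dose, 1% DMSO | Incubation: Cells overnight before dosing, compound overnight, 37 °C, 5% CO2 | Evaluation: GFP/RFP fluorescence ratio | Control set: DMSO-only wells and HT1080 RFP-L50D-GFP cell wells as references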
MLLE-PAM2 inh: inhibitors of microRNA-mediated deadenylation, human PABP1 MLLE binding | GST-MLLE / FITC-PAM2 fluorescence polarization | inhibition, % at 20 µM | actives 0.36% (n = 360,000); in the data active means inhibition above about 35%, passing the limit was not always enough;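 further: plate controls were DMSO wells with GST-MLLE for no effect and wells lacking GST-MLLE protein for full effect; some results filed as inactive read as strong as hits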
bovine MsrA act: activates bovine MsrA enzyme. purified bovine MsrA, absorbance read-out. actives 0.3% (n = 360,000). AID 602163. activation, % at 10.6 µM; in the data active means activation above about 7.5%;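 further: 0% = vehicle and 100% = reference activator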
FAS TE block: FAS thioesterase (human) inhibition | P49327 | recombinant FAS-TE, OMFH fluorogenic substrate, fluorescence endpoint | inhibition, % at 15 µM | actives 0.67% (n = 360,000);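 active means compounds whose normalised, plate-corrected inhibition of enzyme fluorescence in the single-dose primary screen is 50% or more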;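 further: 0% = DMSO with enzyme and 100% = substrate without enzyme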
Rin1-Abl PPI inh: inhibitors of human Rin1-Abl protein interaction. P00519+Q13671. TR-FRET Rin1/Abl binding, biochemical. inhibition, % at 7.35 µM. actives 0.4% (n = 360,000). AID 588664; in the data active means inhibition above about 5%, passing the limit was not always enough
E coli Lon inh: inhibitors of E. coli Lon protease; P0A9M0; purified E. coli Lon protease, fluorescence polarization; inhibition, % at 7.94 µM; actives 0.42% (n = 360,000); AID 602123; in the data active means inhibition above about 13%, passing the limit was not always enough;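 further: 0% = enzyme with probe and DMSO and 100% = no enzyme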
CSN inh: inhibitors of human CSN-mediated cullin deneddylation; actives 0.38% (n = 360,000); Purified CSN, SCF-Nedd8-OG deneddylation, fluorescence polarization; inhibition, % at 12.5 µM;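 active means pattern-corrected inhibition above about 35%, with an unprinted fluorescence ratio check between 0.5 and 1.5, limit read from the data, passing the limit was not always enough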;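 further: 0% = enzyme with substrate and 100% = substrate without enzyme; some results filed as inactive read as strong as hits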
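Material: purified human Csn5 enzyme expressed in HEK293T cells / Medium: Tris buffer pH 7.5, NaCl, DTT, Tween-20, trehalose, ovalbumin / Compound dosing: 12.5 µM single point / Schedule: 90 min incubation of compound, enzyme and substrate at room temperature / Signal: fluorescence polarization of the substrate / Control set: no-enzyme wells high, enzyme-with-substrate wells low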
MsrA inhibitor: inhibits bovine methionine sulfoxide reductase A | AID 651718 | actives 0.75% (n = 360,000) | purified bovine MsrA, absorbance read-out | inhibition, % at 15.5 µM; in the data active means inhibition above about 4.5%;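 further: 0% = vehicle wells with enzyme and 100% = reference inhibitor wells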
Numbers without * were called inactive; i = inactive; / = no result given. Random draw from the library, and some 3.7% of all compounds hit somewhere here.

structure	Rpn11 block	MT1-MMP act inh	MLLE-PAM2 inh	bovine MsrA act	FAS TE block	Rin1-Abl PPI inh	E coli Lon inh	CSN inh	MsrA inhibitor
C=CCN=C1N[C@@H](c2ccccc2)C(C(=O)OC)=C(C)N1CC	i	-1	-86	-4	-13	3	-1	2	/
CCSc1nnc(NC(=O)c2cccnc2Cl)s1	i	4	-8	-6	-7	-3	-8	-1	0.5
O=C(NC(=S)Nc1cccnc1)c1ccccc1	i	2	31	-2	-4	0	-11	6	-0.6
Cc1ccc(NC(=O)CCC(=O)NNC(=O)COc2ccccc2)c(C)c1	i	3	5	-3	-5	-1	-9	-9	-0.6
COc1cc(OC)cc(-c2n[nH]c(=S)n2-c2ccc3c(c2)OCCO3)c1	i	2	4	-9	-6	5	-2	3	0.3
Cc1cccc(OCC(=O)NNC(=O)c2cccs2)c1	i	3	8	-4	-6	-2	-6	3	0.2
Cn1c(=O)[nH]c(=O)c2c1nc(SCCO)n2CC(O)COc1ccccc1 (stereo not given)	i	-1	32	-4	-1	3	4	1	-0.9
CC(=O)Nc1ccc(NC(=O)C(C)OC(=O)CCN=C2NS(=O)(=O)c3ccccc32)cc1 (stereo not given)	i	-1	3	-3	-2	-2	-6	5	0.8
COc1ccccc1OCC(=O)Nc1ccc2c(c1)OCCO2	i	2	-3	-1	-5	-1	1	2	-1.7
CCOc1ccc(NC2C=CS(=O)(=O)C2)cc1 (stereo not given)	i	-3	5	-2	-14	0	-8	2	-0.6
CCCNc1c(NC(=O)c2ccc3c(c2)OCO3)c(=O)oc2ccccc12	i	1	-15	-2	-8	2	11	1	0.1
CCc1cccc(NC(=O)C2CCCN2S(=O)(=O)c2ccccc2C(F)(F)F)c1 (stereo not given)	i	0	-10	0	12	-1	2	3	0.6

Additional entries
structure	Rpn11 block	MT1-MMP act inh	MLLE-PAM2 inh	bovine MsrA act	FAS TE block	Rin1-Abl PPI inh	E coli Lon inh	CSN inh	MsrA inhibitor
Cc1cc(OCC(O)CN(C)C(=O)C(C)Oc2ccccc2)ccc1Cl (stereo not given)	i	1	-23	-4	7	0	-6	4	-0.7
CC(C)c1ccc(NC(=O)N2CCc3ccccc3C2)cc1	i	2	-1	-8	15	2	-1	-2	0.9
COc1ccccc1/C=C/C(=O)N1CCCC1	i	3	-8	-2	-14	2	-8	-8	0.4
CC1CN(C(=O)c2ccccc2)c2ccccc2NC1=O (stereo not given)	i	5	3	0	-7	-1	-10	-4	-0.8
FC(F)(F)c1cc(CCN2CCNC[C@@H]2c2ccccc2)cc(C(F)(F)F)c1	i	0	-8	-1	-59	4	-5	-1	-0.7
O=C(CCN1C(=O)c2ccccc2S1(=O)=O)Nc1ccc2c(c1)OCCO2	i	/	1	-13	-10	0	-9	-2	0.3
COc1cccc(OCCOc2c(OC)cccc2OC)c1	i	-4	-7	-12	-8	-2	-15	-3	0.8
O=C(Nc1cccc(Cl)c1)Nc1nc(-c2ccc(Cl)cc2)cs1	i	-13	-14	-6	6	1	7	0	-1.2
CC(NC(=O)CSc1ccccc1C(=O)O)C1CC2CCC1C2 (stereo not given)	i	-2	14	-3	-6	-2	-6	15	0.0
CCCn1nc(C(=O)Nc2ccc(-n3cnnn3)cc2)c2ccccc2c1=O	i	4	9	-4	-5	2	0	0	1.3
S=C1NCc2cncnc2N1	i	2	-1	-3	-2	0	-8	-5	0.6
COC(=O)c1cc(C)c(C)cc1NC1OC(CO)C(O)C1O (stereo not given)	i	-7	-7	-9	-2	0	-20	-6	1.1

Record cards, from the list above. Order of values: Rpn11 block	MT1-MMP act inh	MLLE-PAM2 inh	bovine MsrA act	FAS TE block	Rin1-Abl PPI inh	E coli Lon inh	CSN inh	MsrA inhibitor
CC(NC(=O)CSc1ccccc1C(=O)O)C1CC2CCC1C2 (stereo not given) is listed as i	-2	14	-3	-6	-2	-6	15	0.0
Cc1cc(OCC(O)CN(C)C(=O)C(C)Oc2ccccc2)ccc1Cl (stereo not given) is listed as i	1	-23	-4	7	0	-6	4	-0.7
S=C1NCc2cncnc2N1 is listed as i	2	-1	-3	-2	0	-8	-5	0.6
CCCn1nc(C(=O)Nc2ccc(-n3cnnn3)cc2)c2ccccc2c1=O is listed as i	4	9	-4	-5	2	0	0	1.3

Continued:
structure	Rpn11 block	MT1-MMP act inh	MLLE-PAM2 inh	bovine MsrA act	FAS TE block	Rin1-Abl PPI inh	E coli Lon inh	CSN inh	MsrA inhibitor
Oc1ccc(N=Nc2ccc(Br)cc2)c(O)c1	i	0	-3	-2	-2	5	-5	-3	-0.1
COc1ccccc1N(CC(O)Cn1nc(C)cc1C)S(=O)(=O)c1ccccc1 (stereo not given)	i	3	23	1	-1	2	-5	3	-0.4
COc1ccc(CCNC2CCc3ccccc3C2)cc1 (stereo not given)	i	4	14	-5	-3	0	1	2	-0.8
O=C1c2ccccc2C(=O)N1Cc1cccnc1	i	2	-9	-3	-7	1	-6	-7	1.5
Cc1cccc(NC(=O)CCNC(=O)c2ccco2)c1	i	-3	12	-11	-8	5	-6	4	0.6
Cc1ccc(N(C(=O)c2snc(C(N)=O)c2N)C(C(=O)NCc2ccccc2)c2ccncc2)c(C)c1 (stereo not given)	i	0	-5	-1	4	-2	3	0	0.6
O=C(NCCN1CCCCC1)Nc1ccccc1Cl	i	3	7	-3	-5	2	-14	-4	-0.4
Cc1ccc(C(=O)NNC(=O)C2CCN(C(=O)OC(C)(C)C)CC2)cc1	i	3	-3	-1	-2	1	-5	-3	-0.4
CCN(c1ccccc1)S(=O)(=O)c1ccc(C(=O)N2CCOCC2)cc1	i	-2	-2	-2	-3	1	2	5	0.3
O=C(Nc1ccc(C(=O)Nc2ccccc2Cl)cc1)c1cccnc1	i	-9	3	-2	0	-1	-6	-3	0.3
NC1=NC[C@H](Cc2ccc(O)cc2)N1CCC12CC3CC(CC(C3)C1)C2	i	3	8	-3	-19	4	7	4	-0.8
COc1ccc(-n2c(=S)[nH]c3cc(C(=O)Nc4ccc(F)cc4)ccc3c2=O)c(OC)c1	i	3	14	-2	5	2	-6	1	1.2

The listing continues.
structure	Rpn11 block	MT1-MMP act inh	MLLE-PAM2 inh	bovine MsrA act	FAS TE block	Rin1-Abl PPI inh	E coli Lon inh	CSN inh	MsrA inhibitor
Cc1onc(-c2c(F)cccc2Cl)c1C(=O)Nc1nnc(C(F)(F)F)s1	i	11	2	-7	-8	-52	-1	0	-0.2
O=C1C(=O)N(Cc2cccc([N+](=O)[O-])c2)c2ccccc21	i	2	-7	-2	24	0	2	0	0.4
Cc1ccc([C@H]2C[C@@H](O)[C@H](n3cc(-c4ccc(F)cc4)nn3)CN2C(=O)C2CCCCC2)cc1	i	1	-4	2	19	-1	-4	3	-1.1
CCc1noc(C)c1C(=O)OCC(=O)NCCc1ccc(OC)cc1	i	-1	-2	-4	-7	1	1	-1	-0.3
COc1ccccc1CNC(=O)C1CCCN(S(=O)(=O)c2c(C)[nH]c(=O)[nH]c2=O)C1 (stereo not given)	i	-5	11	0	-3	-1	4	-1	-1.3
O=c1c([N+](=O)[O-])cn(Cc2ccccc2)c(=O)n1Cc1ccccc1	i	-11	1	-2	7	-4	3	0	2.1
Cc1ccc(C)c(NC(=S)N(Cc2ccc(Cl)cc2)Cc2ccc(C(=O)O)cc2)c1	i	/	-16	-14	4	1	-1	15	1.4
Cc1ccc2nc(/C(C#N)=C\c3ccc(OC(=O)c4cccs4)cc3)[nH]c2c1	i	-125	-3	-1	27	3	-40	12	1.3
NS(=O)(=O)c1cccnc1Nc1ccc(Cl)c(Cl)c1	i	2	-3	-5	8	0	0	2	1.5
Cc1nnc(SCC(=O)N2CCCC(N3CCN(c4ccc(F)cc4)CC3)C2)o1 (stereo not given)	i	0	2	-4	-5	1	-11	-2	-1.8
COc1cccc(Nc2ccccc2C(=O)O)c1	i	-3	1	-8	-6	-7	6	-2	0.9
Cc1cc(S(=O)(=O)N2CCN(c3ccccn3)CC2)c(C)cc1Cl	i	1	4	-6	26	-2	1	3	0.6

Continued:
structure	Rpn11 block	MT1-MMP act inh	MLLE-PAM2 inh	bovine MsrA act	FAS TE block	Rin1-Abl PPI inh	E coli Lon inh	CSN inh	MsrA inhibitor
c1ccc2c(NCC3CCCO3)nc(-c3ccncc3)nc2c1 (stereo not given)	i	11	2	-6	-3	-4	-9	-2	2.9
COC(=O)Cc1c(C)c2ccc(O)c(CNCc3ccc(OC)c(OC)c3)c2oc1=O	i	2	6	-1	-3	-3	-2	-2	2.4
Cc1cc(C)cc(-n2nnnc2SCC(=O)Nc2nc(-c3ccc(Cl)cc3)cs2)c1	i	3	-7	-2	0	3	-6	-1	-0.2
O=C(C1CCCN(S(=O)(=O)c2cccc3cccnc23)C1)N1CCN(c2ccc(F)cc2)CC1 (stereo not given)	i	-1	-10	-3	2	-4	-3	0	0.0
Cc1ccc(C)c(NC(=S)NCCCN2CCOCC2)c1	i	0	11	-6	-7	0	8	-5	-0.7
CC1(C)Oc2ccc3ccc(=O)oc3c2/C(=C/N)C1=O	i	-1	-3	-2	-4	-3	-7	-3	3.7
CCOC(=O)C1CCCN(C(=O)c2ccc3c(c2)OCCO3)C1 (stereo not given)	i	2	1	0	-4	-4	-7	-4	-1.4
O=C(Cc1ccc(F)cc1)Nc1nccs1	i	2	-15	-7	-3	1	4	0	-0.2
Cc1c(Cl)cccc1N(Cc1ccc(C(=O)O)cc1)S(=O)(=O)c1ccccc1	i	-8	-8	-6	-2	2	-1	-2	0.1
COc1ccc(-c2noc(N3CCCC(C(=O)Nc4cc(F)ccc4F)C3)n2)cc1 (stereo not given)	i	1	-12	-3	22	0	2	-1	0.7
COC(=O)[C@H](CC(C)C)NC(=O)NCCCc1ccccc1	i	3	10	4	-2	-1	0	-4	1.3
O=C(NC1CCCC1)C(c1ccncc1)N(Cc1ccccc1)C(=O)c1ccc(-c2ccccc2)[nH]1 (stereo not given)	i	-57	8	-4	36	1	-3	2	2.1

Further structures
structure	Rpn11 block	MT1-MMP act inh	MLLE-PAM2 inh	bovine MsrA act	FAS TE block	Rin1-Abl PPI inh	E coli Lon inh	CSN inh	MsrA inhibitor
O=C(NCc1ccc(F)cc1)C1(c2cccs2)CCOCC1	i	3	6	-4	-11	0	0	4	0.7
CCOC(=O)c1ccc2[nH]c(C)c(CCC(C)=O)c(=O)c2c1	i	7	-1	-2	-9	-2	-6	-1	0.1
CCCn1c(N)c(C(=O)CSc2nc(C)nc3sc(C)c(C)c23)c(=O)[nH]c1=O	i	2	13	-3	-2	-2	5	-2	1.8
Cc1nc(C(=O)NCCC(C)C)sc1C1(C)CC(c2cccc([N+](=O)[O-])c2)=NO1 (stereo not given)	i	9	2	-10	21	3	-4	-4	0.3
O=C(c1cccc(C(F)(F)F)c1)N(c1ccccn1)C1CCCCC1	i	-4	-7	-4	8	4	3	-8	-0.2
COCCNS(=O)(=O)c1ccc2c(c1)C(=O)c1cc(S(=O)(=O)NCCOC)ccc1-2	i	2	9	-15	-9	-9	7	6	0.7
NC(=O)c1cnccn1	i	-2	-10	-1	-2	-2	1	2	-0.1
O=C(Oc1ccccc1)N1CCOCC1	i	2	-2	-3	-5	-2	-10	8	-0.8
CCn1nc([N+](=O)[O-])c(C(C#N)c2nc3ccccc3n2C)c(Cl)c1=O (stereo not given)	i	14	-30	-2	9	-5	-1	-5	0.1
Cc1cccc(-n2c(Cc3ccccc3)nnc2SCc2ccc([N+](=O)[O-])cc2)c1	i	-7	-57	-3	29	-3	-6	-15	-1.0
CC1CCCC(NC(=O)CCNC(=O)c2ccc(Cl)cc2)C1C (stereo not given)	i	-1	7	0	4	1	0	-2	0.0
